# Screens as filed in PubChem.
# Tau fluor counter = Counterscreen qHTS for Inhibitors of Tau Fibril Formation, Fluorescence Polarization. tau K18 P301L Alexa594 fluorescence, heparin fibrillization. Potency, µM (series often up to 57.7 µM), for the others: top-dose activity change, negative = decrease. 280,000 tested, 0.93% active; also: % is scaled to controls: 0 for no effect and ±100 for the full control effect; nearly all actives have a fitted effect of over 55% in size
#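 Human tau K18 P301L (15 uM unlabeled, 0.24 uM Alexa 594-labeled) in 100 mM sodium acetate pH 7 with 20 uM heparin, 6 hr at 37 C. ThT 30 uM added, 1 hr ambient; Alexa 594 FP and total fluorescence read at 555/632 nm.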
# TRb-SRC2 inh = qHTS for Inhibitors of the Interaction of Thyroid Hormone Receptor and Steroid Receptor Coregulator 2; Potency, µM (highest dose often 106 µM), inactives show at the highest dose activity change, negative = inhibition, actives largely listed as inhibitors; Thyroid hormone receptor beta (Homo sapiens), P10828; TRbeta-SRC2 peptide binding, fluorescence polarization; receptor liganded with 1 µM T3; AID 1469, 2008; 280,000 tested, 0.065% active;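 also: plate controls were bound peptide for no effect and peptide without receptor for full effect; nearly all actives have a fitted effect of over 50% in size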
#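 TRb LBD 0.6 uM + Texas Red SRC2 peptide 20 nM, 1 uM T3, Tris buffer w/ 5% DMSO; compound pinned, 5 h RT; FP read ex 555/em 632; normalized to unbound and bound controls.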
# Tau fibril FP = qHTS for Inhibitors of Tau Fibril Formation, Fluorescence Polarization; AID 1468, 2008; 280,000 tested, 0.39% active; Microtubule-associated protein tau (Homo sapiens), P10636; K18 P301L tau heparin fibrillization, Alexa594 FP, 6 h; Potency, µM (series often up to 57.7 µM), for inactives: top-dose activity, negative = inhibition, actives largely listed as inhibitors; also: % is scaled to controls: 0 for no effect and ±100 for the full control effect; nearly all actives have a fitted effect of over 55% in size
# Target sequence (P10636 561-689 P618L limits assumed): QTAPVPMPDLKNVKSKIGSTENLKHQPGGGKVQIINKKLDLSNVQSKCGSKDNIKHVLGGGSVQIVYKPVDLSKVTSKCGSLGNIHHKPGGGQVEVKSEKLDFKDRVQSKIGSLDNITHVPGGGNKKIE
#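 Compound effects on tau fibrillization are measured by Alexa 594 fluorescence polarization (ex 555, em 632 nm). K18 P301L tau is used at 15 uM with 0.24 uM labeled tracer, and 20 uM heparin induces aggregation over 6 hr at 37 C.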
# HTT ATP protect = qHTS Multiplex Assay to Identify Dual Action Probes in a Cell Model of Huntington: Cytoprotection (ATP). 230,000 tested, 0.14% active. AID 1471, 2008. PC12 HTT-Q103 induced, cytoprotection, ATP luminescence, 40 h. Potency, µM (titrated, usually from 56.4 µM), inactives show cytoprotection (ATP increase), usual class: activators;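 also: % of control where 0% means no effect; nearly all actives have a fitted effect of over 45% in size; toxic huntingtin expression switched on by the ecdysone agonist tebufenozide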
#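 Stable PC12 Q103-GFP cells in serum-supplemented, phenol red-free DMEM; induction by tebufenozide at 100 nM final; compound dose series; cell viability quantified luminescently from ATP.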
# Tau ThT inhib = qHTS for Inhibitors of Tau Fibril Formation, Thioflavin T Binding; Microtubule-associated protein tau (Homo sapiens), P10636; recombinant tau K18 P301L (four-repeat tau fragment), heparin-induced fibrillization, ThT fluorescence; Potency, µM (top dose mostly 57.4 µM), for inactives: at the highest dose activity, negative = inhibition, most hits filed as inhibitors; 270,000 tested, 2.1% active; AID 1460, 2008; also: % is scaled to controls: 0 for no effect and ±100 for the full control effect; nearly all actives have a fitted effect of over 55% in size
#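 In this qHTS, human K18 P301L tau is incubated with compound and heparin for 6 hr at 37 C, and Thioflavin T fluorescence then reports fibril load.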
# RECQ1 helicase = qHTS Assay for Inhibitors of RecQ-Like Dna Helicase 1 (RECQ1). Potency, µM (series often up to 57.3 µM), without a hit: at the top dose activity, negative = inhibition, usual class: inhibitors. ATP-dependent DNA helicase Q1 (Homo sapiens), P46063. AID 2549, 2010. RECQ1 DNA unwinding, red fluorescence kinetic read. 240,000 tested, 0.54% active;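 also: plate controls were vehicle for no effect and no enzyme for full effect; nearly all actives have a fitted effect of over 30% in size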
# Target sequence (P46063 whole entry, looked up): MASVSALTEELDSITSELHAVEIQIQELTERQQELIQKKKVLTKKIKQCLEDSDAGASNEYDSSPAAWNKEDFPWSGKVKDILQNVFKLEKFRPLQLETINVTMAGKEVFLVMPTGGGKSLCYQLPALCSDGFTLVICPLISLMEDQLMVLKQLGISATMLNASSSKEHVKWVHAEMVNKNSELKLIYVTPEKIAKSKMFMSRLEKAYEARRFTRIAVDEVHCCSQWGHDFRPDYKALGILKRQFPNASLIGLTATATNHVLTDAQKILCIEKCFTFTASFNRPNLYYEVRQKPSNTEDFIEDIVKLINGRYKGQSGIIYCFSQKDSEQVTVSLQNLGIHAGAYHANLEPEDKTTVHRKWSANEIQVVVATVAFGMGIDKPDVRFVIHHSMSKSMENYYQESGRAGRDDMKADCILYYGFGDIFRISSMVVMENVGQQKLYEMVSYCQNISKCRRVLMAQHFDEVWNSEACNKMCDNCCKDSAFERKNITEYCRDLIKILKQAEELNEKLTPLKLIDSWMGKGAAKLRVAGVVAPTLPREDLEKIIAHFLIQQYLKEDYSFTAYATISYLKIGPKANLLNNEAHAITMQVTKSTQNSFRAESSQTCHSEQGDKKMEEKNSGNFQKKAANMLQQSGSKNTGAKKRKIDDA
#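 RECQ1T1 50 nM; forked duplex (20 bp + 30-nt ss tails) 200 nM, ATP 2 mM final; pH 8.0, 2 mM MgCl2, 2.5 ug/ml poly(dI-dC); 15 min compound preincubation; discontinuous kinetic read over 2 h at RT.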
# TR SRC2 fluor cs = Total Fluorescence Counterscreen for Inhibitors of the Interaction of Thyroid Hormone Receptor and Steroid Receptor Coregulator 2; Potency, µM (series often up to 106 µM), for the others: at the highest dose fluorescence change, negative = quenching; TRb/SRC2 Texas Red total fluorescence interference; 280,000 tested, 0.29% active; active = well fitted curve in either direction with a large enough effect; inconclusive = small, poorly fitted or top-dose-only effect; also: % is scaled to controls: 0 for no effect and ±100 for the full control effect
#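 Human TRβ ligand-binding domain (0.6 uM) and Texas Red SRC2 peptide (20 nM) in Tris buffer with 1 uM T3 and 5% DMSO were incubated with pinned compound for 5 hr at ambient temperature. Total fluorescence was computed as S + 2P (555/632 nm).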
# L3MBTL1 block = qHTS Assay for the Inhibitors of L3MBTL1. AlphaScreen L3MBTL1–H3K9me1 peptide binding. 230,000 tested, 0.66% active. Lethal(3)malignant brain tumor-like protein 1 (Homo sapiens), Q9Y468. Potency, µM (titrated, usually from 57.1 µM), for the others: at the highest dose activity, negative = inhibition, hits mostly inhibitors. AID 485360, 2010; also: % is scaled to controls: 0 for no effect and ±100 for the full control effect; nearly all actives have a fitted effect of over 60% in size
#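 Displacement of a biotinylated histone H3(1-15) peptide monomethylated at Lys9 (75 nM) from L3MBTL1 (50 nM) was measured by AlphaScreen after a 30 min room-temperature compound incubation; cefsulodin titration served as intraplate control.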
# The depositor's hits bear a star; i = inactive; ? = inconclusive; / = not tested or not shown; & = joins results of further samples; [ ] = remark or other dose. Unless noted, calls follow the shape of the dose curve; as a rule, active = well fitted curve in the direction sought with a large enough effect; inconclusive = small, poorly fitted or top-dose-only effect, or another doubt; inactive = no such curve, though single readings can be large; an effect the other way counts as inactive or inconclusive. Potency is read from the fitted curve at half-maximal effect.
SMILES,Tau fluor counter,TRb-SRC2 inh,Tau fibril FP,HTT ATP protect,Tau ThT inhib,RECQ1 helicase,TR SRC2 fluor cs,L3MBTL1 block
CC(=O)OC[C@@H]1O[C@@H](O/N=C2/C[C@@H](O)[C@@H](O)[C@@H]3[C@@H]4C(=O)N([C@@H](C)c5ccccc5)C(=O)[C@H]4CC[C@@H]23)[C@H](OC(C)=O)[C@H](OC(C)=O)[C@@H]1OC(C)=O,-3%[11.6 µM],-1%[11.2 µM],0%[11.6 µM],-8%[10 µM],-3%[11.5 µM],i[11.5 µM],2%[11.2 µM],/
Clc1ccc(Nc2nc3ccccc3n3nnnc23)cc1,-18%,-1%,-2%,1%,-6%,i,-4%,/
Cc1ccc(C)c(NC(=O)Cn2c(=O)n(Cc3cccs3)c(=O)c3cccnc32)c1,0%,4%,-1%,/,13%,/,3%,/
O=C1CCN(C(=S)NCCc2ccccc2)CC1,3%,6%,7%,21%[10 µM],-5%,-1%,2%,-1%
Cc1ccccc1CS(=O)(=O)Cc1ccc(C(=O)NCCc2ccc(Cl)cc2)o1,-18%,-4%,3%,/,-3%,/,0%,/
COc1ccc(OC)c(NC(=O)c2nnn(Cc3ccccc3C)c2N)c1,?,-7%,?,4%,?,14%,-1%,1%[11.4 µM]
COc1ccc(-c2cc([C@H]3[C@H]4C=CC[C@@H](C)[C@@H]4C(=O)N3Cc3ccccc3)ccc2F)cc1,-7%,-3%,1%,-17%[10 µM],-7%,i,-1%,/
CCCCc1nn2c(=O)cc(COC(=O)c3ccc(NC(=O)C4CCCCC4)cc3)nc2s1,10%,1%,-10%,/,13%,/,0%,/
CCCCCC(=O)NNC1CC(=O)N(c2cccc(OCC)c2)C1=O (configuration not stated),-11%,1%,-5%,-16%[10 µM],-10%,-13%,0%,58%[activator]
O=C(CSc1nnc(Cc2cc(=O)[nH]c(=O)[nH]2)n1-c1ccccc1)N1CCCCC1,6%,9%,2%,-3%,2%,-5%,-7%,-1%
O=C(NCC1CCCO1)c1cc([N+](=O)[O-])ccc1Cl (configuration not stated),-4%,2%,6%,-19%,-3%,-3%,-5%,/
CCc1noc(C)c1C(=O)Nc1ncc(C)s1,-7%,0%,-7%,9%[1.9 µM],-8%,-1%,4%,6%
COC(=O)CCC(=O)Oc1ccc(OC(=O)CCC(=O)OC)cc1,-14%,-10%,-7%,?,?,-5%,-5%,0%
COC(=O)Nc1ccc(S(=O)(=O)Nc2cccc3ccccc23)cc1,-20%,7%,-6%,10%[10 µM],4%,-12%,-1%,-3%
O=S(=O)(Nc1ccc(F)cc1)c1ccc(NC(=S)Nc2ccccc2)cc1,-16%,-11%,-10%,3%,10%,-2%,-2%,1%
COC(=O)c1[nH]c2ccccc2c1NC(=O)c1ccccc1[N+](=O)[O-],12%,2%,4%,-3%[10 µM],1%,0%,-2%,0%
COc1ccc(C(=O)/C=C/C(=O)N(CC(=O)NC2CCCCC2)Cc2ccccc2OC)c(O)c1,-2%,-4%,-1%,-29%[10 µM],?,-2%,-1%,-4%
Cn1c(=O)n(C)c2cc(C(=O)Nc3ccc4c(c3)OCO4)ccc21,-5%,-6%,-2%,-12%[10 µM],?,-1%,-1%,3%
COc1ccccc1N1CCN(CCN(C(=O)c2ccc(F)cc2)c2ccccn2)CC1,-5%,9%,3%,-1%[1.9 µM],-3%,-3%,-2%,-9%
CCOC(=O)Cn1ccc(O)c(Cc2ccc(Cl)cc2Cl)c1=O,0%,6%,1%,-2%[10 µM],2%,-7%,-1%,3%

# Overlap with the part before: two entries, then new ones.
SMILES,Tau fluor counter,TRb-SRC2 inh,Tau fibril FP,HTT ATP protect,Tau ThT inhib,RECQ1 helicase,TR SRC2 fluor cs,L3MBTL1 block
COc1ccccc1N1CCN(CCN(C(=O)c2ccc(F)cc2)c2ccccn2)CC1,-5%,9%,3%,-1%[1.9 µM],-3%,-3%,-2%,-9%
CCOC(=O)Cn1ccc(O)c(Cc2ccc(Cl)cc2Cl)c1=O,0%,6%,1%,-2%[10 µM],2%,-7%,-1%,3%
c1ccc(-c2csc3ncnc(NCc4ccccn4)c23)cc1,-19%,-9%,-2%,43%[10 µM],-17%,-5%,0%,-9%
CC(C)(C(=O)O)n1cncn1,-3%,-4%,0%,-29%,-1%,0%,-5%,5%
Cc1cc(/C=C2/C(=O)N(C)C(=S)N2C)c(C)n1C1CC1,-17%,5%,-11%,/,?,-1%,2%,0%
COc1cc(CCC(=O)Oc2ccc(C(C)=O)cc2)cc(OC)c1OC,-6%,-16%,-6%,13%[10 µM],-12%,i,2%,0%
O=C(CN(c1cccc(Cl)c1)S(=O)(=O)c1ccc(Cl)cc1)N1CCc2ccccc2C1,-5%,4%,-10%,/,0%,-11%,-2%,-5%
O=C(O)/C=C/C(=O)NCCc1cccc(Cl)c1,-3%,1%,-4%,-20%,0%,i,0%,12%
CCc1nc2nc(C)cc(Nc3cc(Cl)ccc3OC)n2n1,-4%,-4%,-1%,/,-3%,/,1%,/
COc1cc(CNCCSc2nnnn2C)cc(Cl)c1OCc1ccccc1,-29%,2%,-11%,/,-14%,/,-26%,/
O=c1cc(N2CCN(c3ccc(F)cc3)CC2)[nH]c(=O)n1-c1ccc(Br)cc1,-9%,7%,3%,/,?,/,2%,/
COCCCNC(=O)c1ccc(C)c(-n2c(C)nc3cccnc32)c1,6%,-3%,0%,/,7%,/,-1%,/
Cc1nc2c(O)cccc2c(=O)[nH]1,-8%,0%,0%,-2%,-12%,-4%,-1%,/
CCN(CC)c1nc(C)c2c(c1C#N)CC(C)(C)OC2,-1%,2%,1%,-13%,-2%,1%,-1%,15%
CCCOC(=O)CSc1nnc(-c2ccccc2Cl)o1,-10%,3%,4%,-9%[10 µM],-10%,-1%,-1%,27%
Cc1nonc1OCCNC(=O)C12CC3CC(CC(C3)C1)C2,3%,-1%,-3%,3%,4%,-4%,-1%,-10%
COC(=O)C1=C(C(=O)OC)SC2(S1)C(C(=O)OC)=C(C(=O)OC)SC1=C2c2cc(C)ccc2NC1(C)C,?,-10%,?,-2%,13µM*,-13%,-2%,/
CN(C)C(=O)CSc1ncnc2scc(-c3ccccc3)c12,-1%,9%,-2%,-34%[inhibitor],1%,?,2%,/
O=C(NCc1ccccc1)C(c1ccc(F)cc1)N(Cc1ccco1)C(=O)c1ccccn1 (configuration not stated),-2%,-7%,2%,4%,-10%,-6%,0%,-4%
CCOc1ccc(-n2nc3ccc(NC(=O)COc4ccc(OC)cc4)cc3n2)cc1,-1%,-9%,4%,/,-23%,/,-29%,/
COc1cc(C2c3c(oc4ccccc4c3=O)C(=O)N2CCN2CCOCC2)cc(OC)c1OC (configuration not stated),-1%,-7%,2%,-9%,-10%,-2%,-5%,/
COC(=O)NNC(=S)NCc1ccccc1,1%,-8%,3%,4%[10 µM],3%,5%,-3%,5%

# Limited to Tau fluor counter (three entries from above):
mol | Tau fluor counter
CCN(CC)c1nc(C)c2c(c1C#N)CC(C)(C)OC2 | -1%
COc1cc(C2c3c(oc4ccccc4c3=O)C(=O)N2CCN2CCOCC2)cc(OC)c1OC (configuration not stated) | -1%
COC(=O)C1=C(C(=O)OC)SC2(S1)C(C(=O)OC)=C(C(=O)OC)SC1=C2c2cc(C)ccc2NC1(C)C | ?

# Other entries:
SMILES,Tau fluor counter,TRb-SRC2 inh,Tau fibril FP,HTT ATP protect,Tau ThT inhib,RECQ1 helicase,TR SRC2 fluor cs,L3MBTL1 block
CCOC(=O)C1=C(NC#N)OC(C)=C(C)C1c1ccc(O)cc1 (configuration not stated),-22%,-7%,-3%,5%[0.074 µM],?,-3%,-5%,0%
CCOC(=O)c1c(CCl)nc2ccccc2c1-c1ccccc1,1%,3%,5%,18%[10 µM],?,12%,-3%,/
CCOc1ccccc1CNC(=O)c1cccn1-c1nnc(N2CCCCC2)s1,-7%,0%,5%,/,-1%,/,-2%,/
CCCC(=O)Nc1nc(C)c(-c2csc(Nc3ccccc3OC)n2)s1,16µM*[quencher],-2%,20%,-34%,13µM*,-5%,2%,-2%
COc1ccc(C2CC(=O)Oc3cc(C)c(Cl)c(C)c32)cc1 (configuration not stated),-20%[81.3 µM],11%,-2%[81.3 µM],-186%[inhibitor],-14%[81.4 µM],-8%[81.1 µM],1%,31%[activator]
NC(=O)c1ccc(NC(=O)CSC2=Nc3ccccc3C3CC=NN23)cc1 (configuration not stated),-16%,-8%,?,-18%,?,-13%,0%,/
COc1cc(NC(=O)CCNC(=O)Cn2cnc3ccccc3c2=O)cc(OC)c1OC,-5%&-1%,6%&-6%,?,1%,0%&-10%,-4%,5%&0%,/
CCCC(=O)N1N=C(c2ccccc2)CC1c1cn(C)c2ccccc12 (configuration not stated),-7%,8%,3%,-16%[10 µM],?,-2%,-5%,-5%
O=C(c1cc2c(s1)-c1ccccc1OC2)N1CCN(c2ccccn2)CC1,-25%,3%,1%,1%,?,-6%,-1%,/
O=S(=O)(NCc1ccccc1)c1ccc(S(=O)(=O)N(Cc2ccccn2)C2CCCC2)cc1,-15%,4%,0%,0%[1.9 µM],0%,-9%,2%,2%
Cc1c(NC(=O)c2ccc(N(Cc3ccccc3)S(C)(=O)=O)cc2)c(=O)n(-c2ccccc2)n1C,2%,3%,4%,/,-6%,i,2%,0%
Cc1cc2c(OCC(O)CNC3CCCCC3)cccc2[nH]1 (configuration not stated),-12%,0%,6%,-1%[10 µM],-15%,-14%,-3%,-2%
CCOC(=O)c1cc(CC)sc1N1C(=O)CC(Sc2ncccc2C(=O)O)C1=O (configuration not stated),4%,-2%,3%,/,-12%,i,-3%,-3%

# These rows are one share of the data; rates above refer to the full screens.
